Screening data from PubChem.
HTR5A ag: HTR5A agonism, opioid heterodimer counter-screen. HTR5A agonist assay, luminescence, cell-based. actives 0.61% (n = 340,000). P47898. AID 504692. activation, % at 9.3 µM; in the data active means activation mostly above about 9.5%, no sharp cut-off; inactive means mostly below about 7.6%;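 further: 0% = cells with vehicle only and 100% = reference agonist; strong numbers were not always called active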
Target sequence (P47898 whole entry, looked up): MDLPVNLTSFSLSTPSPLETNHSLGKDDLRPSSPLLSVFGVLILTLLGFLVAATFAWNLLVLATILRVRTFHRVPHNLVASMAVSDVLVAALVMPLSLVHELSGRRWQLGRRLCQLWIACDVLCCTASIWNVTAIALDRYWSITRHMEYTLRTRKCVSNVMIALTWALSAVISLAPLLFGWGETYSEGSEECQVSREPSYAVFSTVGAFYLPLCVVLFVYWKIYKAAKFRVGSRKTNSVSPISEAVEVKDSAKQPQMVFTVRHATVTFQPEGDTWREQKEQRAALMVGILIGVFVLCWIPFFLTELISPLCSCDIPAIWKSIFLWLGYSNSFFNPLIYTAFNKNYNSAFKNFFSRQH
AddAB inh: less growth of phage-infected E. coli with AddAB; E. coli expressing H. pylori AddAB, absorbance growth; inhibition, % at 11.9 µM; actives 0.29% (n = 330,000); in the data active means inhibition above about 12%;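 further: 0% = vehicle wells of infected cells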
phage Ecoli inh: E. coli growth loss with phage present | growth absorbance | inhibition, % at 11.9 µM | actives 0.26% (n = 360,000) | AID 651602; in the data active means inhibition above about 11%
Tat transport: E. coli Tat transport inhibition | E. coli MC4100 TorA-mCherry Tat export, fluorescence | inhibition, % at 10 µM | actives 0.036% (n = 340,000);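 active means mean replicate inhibition at least 50% and at least half of replicates individually reaching 50%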;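 further: exported cargo escapes ClpAP degradation while cytoplasmic cargo is degraded and loses fluorescence; 0% = median of neutral control wells and 100% = median of NaSCN control wells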
DAGLB inh: blocks human DAGLB lipase activity. Q8NCG7. HEK293T DAGLB membrane lysate, EnzChek fluorogenic substrate. inhibition, % at 5.17 µM. actives 0.059% (n = 340,000); in the data active means inhibition above about 34%;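 further: 0% = enzyme with vehicle and 100% = wells lacking enzyme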
E coli growth: reduces bacterial viability in AddAB counter-screen; E. coli V3065 growth, OD600 absorbance, 18 h; AID 449728; inhibition, % at 11.9 µM; actives 0.27% (n = 330,000);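 active means inhibition above the campaign's mean inhibition across all tested compounds plus 3 SD, cut at about 9.9% in these data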;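 further: uninfected addAB+ strain grown without phage in ampicillin broth; 0% = DMSO wells and 100% = ciprofloxacin 0.95 µg/ml wells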
HTR5A inv ctr: inverse agonist of human HTR5A in OPRM1-OPRD1 counter-screen. P47898. HTR5A cell line, luminescence, inverse agonism. inhibition, % at 9.3 µM. actives 0.083% (n = 340,000). AID 504634; in the data active means inhibition mostly above about 23%, no sharp cut-off; inactive means mostly below about 18%;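 further: 0% = cells with DMSO and 100% = no-cell wells with DMSO; some compounds called inactive have numbers as strong as hits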
PKA-R1A act: activates the PKA-R1A holoenzyme complex; AID 504707; PKA-R1A dissociation, Cy5-IP20 fluorescence polarization; scaled: DMSO 0%, 113 µM cGMP 100%; P00514+P68181; activation, % at 11.4 µM; actives 0.083% (n = 340,000);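 active means percent activation above the mean of all tested compounds plus 3 SD, cut at about 19% in these data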;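 further: higher means more PKAc released from R1A so a rise in polarization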
PKA-R2B activ: activators of human PKA-R2B complex; activation, % at 11.4 µM; PKA-R2B holoenzyme dissociation, Cy5-IP20 fluorescence polarization; R2B truncated from residue 108, S112A mutant; 0% DMSO only, 100% 113 µM cGMP; actives 0.079% (n = 340,000);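 active means activation above a cutoff set at the mean over all compounds plus 3 SD, cut at about 18% in these data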;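 further: higher means more holoenzyme dissociation and a rise in polarization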
CDK5 inh: blocks human CDK5/p35 kinase activity; Recombinant CDK5/p35, ADP-Glo luminescence, 60 min; actives 0.01% (n = 330,000); inhibition, % at 10 µM; Q00535+Q15078;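 active means highest replicate inhibition of at least 50% and at least 75% of replicates reaching 50%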;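 further: plate controls were DMSO neutral control for no effect and GW8510 at 10 µM for full effect; many of its hits are not listed in these tables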
Target sequence (Q00535 whole entry, looked up): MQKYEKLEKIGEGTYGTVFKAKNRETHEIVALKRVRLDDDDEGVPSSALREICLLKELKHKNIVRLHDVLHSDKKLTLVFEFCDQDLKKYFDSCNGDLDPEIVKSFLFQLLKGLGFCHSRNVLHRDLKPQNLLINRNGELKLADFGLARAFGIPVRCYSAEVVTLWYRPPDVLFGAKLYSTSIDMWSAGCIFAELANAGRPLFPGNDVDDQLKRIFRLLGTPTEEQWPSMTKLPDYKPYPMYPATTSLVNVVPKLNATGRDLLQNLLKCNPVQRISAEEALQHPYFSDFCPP
Target sequence (Q15078 whole entry, looked up): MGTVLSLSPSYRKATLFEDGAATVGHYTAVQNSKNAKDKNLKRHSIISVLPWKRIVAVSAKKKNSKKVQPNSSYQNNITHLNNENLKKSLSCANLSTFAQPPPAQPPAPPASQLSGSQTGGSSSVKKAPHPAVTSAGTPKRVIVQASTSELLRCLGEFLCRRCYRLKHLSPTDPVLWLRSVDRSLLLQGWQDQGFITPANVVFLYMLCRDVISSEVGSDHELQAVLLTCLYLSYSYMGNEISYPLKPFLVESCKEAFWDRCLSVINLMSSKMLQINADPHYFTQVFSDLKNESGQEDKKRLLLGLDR
Mot1-301 SUMO: blocks SUMOylation pathway, rescuing yeast Mot1-301 growth; actives 1% (n = 320,000); S. cerevisiae Mot1-301 growth rescue, ATP luminescence, 38.5C; percent above DMSO median, 100 means doubled; growth rescue, % at 18.8 µM;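 active means every valid replicate shows activation above 250% relative to neutral control wells; inactive means the rest, any valid replicate at or below 250%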;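 further: OY570 slx delta 5 strain wells were the positive control but not used for scaling; some compounds called inactive have numbers as strong as hits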
* hit, by the source's call; nt = not tested or not shown.

SMILES	HTR5A ag	AddAB inh	phage Ecoli inh	Tat transport	DAGLB inh	E coli growth	HTR5A inv ctr	PKA-R1A act	PKA-R2B activ	CDK5 inh	Mot1-301 SUMO
Cc1cc2nc3n(c2cc1C)CC1CC(C(=O)NCCc2cccs2)N(C)C31 (stereo unspecified)	7	2.4	2.6	-8	-2	-1.7	-4	3	-2	-1.3	-3
COc1ccc(C(C(=O)NC2CCCC2)N(C(=O)c2ccoc2C)c2cc(C)cc(C)c2)cc1 (stereo unspecified)	4	-0.1	1.7	-3	-12	-1.6	-10	0	-9	2.9	-12
CC(C)CNC(=O)Nc1ccc(F)c(Cl)c1	0	-1.1	3.3	-9	-4	-0.2	9	5	0	0.2	-7
COc1ccc(-c2csc3ncnc(N4CCN(S(=O)(=O)c5ccc(Cl)s5)CC4)c23)cc1	-3	3.9	-1.9	11	-3	-0.9	7	1	-2	1.6	-5
CC(C)OCCCNC(=O)c1ccc(NC(=O)C2CCCO2)cc1 (stereo unspecified)	5	2.0	1.9	-4	0	-0.5	-10	-12	2	0.0	5
COc1ccc(NC(=O)CSc2nnc(Cn3c(=O)sc4ccccc43)n2C)c(OC)c1	6	3.9	2.6	-6	-1	0.0	-17	-3	-4	0.6	-6
Cc1nc2ccccn2c1C(=O)NC1CCCCC1	0	0.5	1.1	2	0	1.9	-14	-8	-6	0.4	-29
O=C(COc1ccc(Cl)cc1Cl)Nc1ccc(CN2CCOCC2)cc1	-3	-0.2	0.8	-5	-3	-1.0	6	-1	5	0.9	156
O=C(/C=C/c1ccco1)Oc1cccc2cccnc12	5	-0.8	0.7	-3	2	0.6	19	4	0	1.2	15
CCOC(=O)c1sc(NC(=O)Nc2ccccc2F)nc1C	-1	1.6	4.2	4	-7	-0.4	0	-16	8	1.2	16
CCN(CC)S(=O)(=O)c1ccc(N2CCOCC2)c(NS(=O)(=O)c2ccc(C(C)C)cc2)c1	-1	0.2	1.3	-1	-2	-2.6	10	1	-5	-0.8	-4
COc1ccc(-c2noc(COc3ccc4ccccc4c3Br)n2)cc1OC	4	0.2	2.2	0	-4	0.0	-12	-5	-7	1.3	32
COc1ccccc1NC1CCCCC1NS(=O)(=O)c1ccc(C)cc1 (stereo unspecified)	8	nt	0.4	-1	2	nt	-10	-6	6	nt	nt
Cc1ccc(NC(=O)C2CCCN2C(=O)Oc2ccccc2)cc1 (stereo unspecified)	-3	0.3	1.5	-6	-2	-0.8	3	1	3	1.4	28
CC(C)(C)n1cnc2cc(NCc3ccc(Br)cc3)ccc21	6	-1.3	3.6	-14	-6	-3.5	-21	5	-7	0.7	-5
O=S(Cc1ccc(Cl)cc1)c1ccccc1 (stereo unspecified)	-1	nt	0.7	5	1	nt	5	3	-4	1.8	nt
CC(=O)N1CCOc2ccc(S(=O)(=O)Nc3cccc(C)c3)cc21	-2	1.5	-2.1	-3	-5	-1.4	0	-1	-4	nt	153
CN1C/C(=C/c2cccnc2)C(=O)/C(=C/c2cccnc2)C1	1	5.7	4.4	4	-5	-0.2	-5	-1	-6	1.7	-26
CCc1ccc(NC(=O)CSc2nc(=O)n(CCCN3CCOCC3)c3c2CCCC3)cc1	-6	1.4	0.8	9	3	-0.5	18	2	6	0.5	15
Cc1cccc(NS(=O)(=O)c2cc(C(=O)N3CCCC3)ccc2Cl)c1	5	2.4	3.0	-3	-1	0.9	20	-1	-6	-0.5	-5
O=C(CN1CCc2ccccc2C1)Nc1ccccc1Cl	4	-0.4	-0.6	11	-8	-2.1	-5	-10	-7	0.0	2
CCOC(=O)c1c(-c2ccccc2)csc1N1C(=O)Nc2ccccc2N1O	4	0.3	2.5	6	5	0.0	-9	1	-5	0.6	4
COc1ccc(C(=O)/C=C/c2cc(OC)c(O)c(OC)c2)c(F)c1	2	6.0	4.1	1	1	-0.2	7	-1	-10	1.9	10
CCOC(=O)C(C)N(c1ccccc1Cl)S(C)(=O)=O (stereo unspecified)	-1	2.9	3.3	-4	2	3.0	3	-2	-10	-0.5	-14

Three entries already listed, ordered by the value under PKA-R2B activ, descending.
molecule	AddAB inh	phage Ecoli inh	Tat transport	DAGLB inh	PKA-R1A act	PKA-R2B activ	CDK5 inh	Mot1-301 SUMO
CCOC(=O)c1c(-c2ccccc2)csc1N1C(=O)Nc2ccccc2N1O	0.3	2.5	6	5	1	-5	0.6	4
Cc1cccc(NS(=O)(=O)c2cc(C(=O)N3CCCC3)ccc2Cl)c1	2.4	3.0	-3	-1	-1	-6	-0.5	-5
COc1ccc(C(=O)/C=C/c2cc(OC)c(O)c(OC)c2)c(F)c1	6.0	4.1	1	1	-1	-10	1.9	10

The listing continues:
SMILES	HTR5A ag	AddAB inh	phage Ecoli inh	Tat transport	DAGLB inh	E coli growth	HTR5A inv ctr	PKA-R1A act	PKA-R2B activ	CDK5 inh	Mot1-301 SUMO
O=C(Nc1ccnn1C1CCN(C(=O)c2ccc(C(F)(F)F)cc2)CC1)C1CC1	0	4.2	-1.8	7	1	0.6	31	-4	-4	-7.4	-14
COc1cccc(NC(=O)C(C)C)c1	2	-0.7	-0.2	1	-2	-2.1	12	-8	-4	-0.1	-3
COc1cccc(N2CCN(c3ccc([N+](=O)[O-])cn3)CC2)c1	-2	0.7	1.3	-9	0	0.0	7	7	8	1.2	332
CN(Cc1ccccc1)C(=O)c1cn(C)c2ccc(S(=O)(=O)N3CCCC3)cc2c1=O	6	1.2	3.2	-7	1	0.4	-19	1	-4	2.4	-10
Cc1cc(C)cc(OCC(=O)OCC(=O)Nc2ccc(Cl)cn2)c1	3	0.6	3.0	1	-4	-2.7	23	-2	-10	0.6	15
C[N+](C)(C)CCCC(=O)c1ccc2c(c1)OCO2	1	2.9	3.4	-3	0	0.6	-15	2	-1	-0.2	-10
CSc1nc(C)c(Cl)c(C)c1C#N	9	-2.0	1.7	3	-1	-0.6	-31	10	3	-1.3	160
COc1ccc(-c2n[nH]c(=S)n2Cc2ccccc2)cc1OC	-5	2.6	2.5	-2	1	0.6	2	-3	-11	1.3	-4
CCCOc1cccc(C(=O)N(Cc2ccccc2)C2CCS(=O)(=O)C2)c1 (stereo unspecified)	-3	2.1	2.0	2	0	-0.6	8	-20	-4	-0.4	91
CSc1ccc(CCNS(=O)(=O)c2ccc3c(c2)C(C)(C)C(=O)N3C)cc1	-2	-2.8	2.8	0	1	-3.0	7	-5	-3	-0.3	-7
O=C(NCCCn1ccnc1)c1cc(C2CC2)on1	12	0.4	2.4	-1	2	-0.1	-34	-4	-1	2.1	1
COc1ccc(NC(=O)O/N=C/c2ccc(N(C)C)cc2)cc1	1	0.7	1.7	-7	-4	-1.6	-4	-1	-5	0.6	-8
Cc1ncoc1C(=O)N1CCCC(N2CCN(c3cccc(C(F)(F)F)c3)CC2)C1 (stereo unspecified)	8	4.5	1.5	2	3	0.8	-19	6	0	-0.1	-5
COC(=O)[C@H](C)NC(=O)NCCC1=CCCCC1	0	1.8	-0.9	-9	-1	2.6	13	5	-6	0.8	4
CCCC(=O)Oc1cccc(C2NC(=O)c3ccccc3O2)c1 (stereo unspecified)	3	2.5	2.8	4	2	-1.7	-12	-7	16	-0.8	-3
CCCCCC(C)NC(=O)CN1C(=O)NC(C)(c2ccc3ccccc3c2)C1=O (stereo unspecified)	-1	0.9	1.3	7	0	0.9	9	-6	5	-1.4	-10
O=C(OC(C(=O)NC1CCCC1)c1ccncc1)C1=Cc2ccccc2OC1 (stereo unspecified)	2	-0.9	2.8	-1	0	-0.7	-14	-5	6	-0.5	-13
O=C(O)c1cccc(NC(=S)NC(NC(=O)c2ccccc2[N+](=O)[O-])C(Cl)(Cl)Cl)c1 (stereo unspecified)	-1	-0.4	5.1	-6	-2	0.2	10	2	-17	1.1	5
CCn1c(C)c(C(C)=O)c(SC)nc1=S	5	4.1	-0.2	-2	-1	0.3	-11	-4	-7	0.1	3
C=CC[C@@H](CC(=O)N[C@@H](CO)Cc1ccccc1)C(=O)N[C@@H](COC(=O)[C@H](CC=C)CC(=O)OC(C)(C)C)Cc1c[nH]c2ccccc12	1	-2.4	2.1	14	-1	-2.5	-19	2	7	3.0	0
Cc1cc(Cl)ccc1NC(=O)COC(=O)c1nc2nccc(C)n2n1	-2	3.1	0.8	-8	2	-3.1	-3	-5	8	-1.2	13
O=C(NCC(c1cccnc1)N1CCOCC1)c1cccs1 (stereo unspecified)	7	0.2	3.6	-5	-1	-0.6	-3	0	3	-1.3	-3
Cc1ccc(S(=O)(=O)NC(=O)N2CCCN(Cc3ccc(F)cc3)CC2)cc1	5	1.7	2.5	0	0	-0.2	8	-6	-7	-1.4	290
CCN(Cc1ccccc1)Cc1ccc(OCc2ccccc2)c(OC)c1	-1	5.0	-1.2	-1	-8	1.2	4	-10	-5	0.8	365*

3 of these compounds in another layout.
O=C(NCC(c1cccnc1)N1CCOCC1)c1cccs1 (stereo unspecified)
  HTR5A ag: 7	AddAB inh: 0.2	phage Ecoli inh: 3.6	Tat transport: -5	DAGLB inh: -1	E coli growth: -0.6	HTR5A inv ctr: -3	PKA-R1A act: 0	PKA-R2B activ: 3	CDK5 inh: -1.3	Mot1-301 SUMO: -3
Cc1ccc(S(=O)(=O)NC(=O)N2CCCN(Cc3ccc(F)cc3)CC2)cc1
  HTR5A ag: 5	AddAB inh: 1.7	phage Ecoli inh: 2.5	Tat transport: 0	DAGLB inh: 0	E coli growth: -0.2	HTR5A inv ctr: 8	PKA-R1A act: -6	PKA-R2B activ: -7	CDK5 inh: -1.4	Mot1-301 SUMO: 290
CCN(Cc1ccccc1)Cc1ccc(OCc2ccccc2)c(OC)c1
  HTR5A ag: -1	AddAB inh: 5.0	phage Ecoli inh: -1.2	Tat transport: -1	DAGLB inh: -8	E coli growth: 1.2	HTR5A inv ctr: 4	PKA-R1A act: -10	PKA-R2B activ: -5	CDK5 inh: 0.8	Mot1-301 SUMO: 365*

Additional structures.
SMILES	HTR5A ag	AddAB inh	phage Ecoli inh	Tat transport	DAGLB inh	E coli growth	HTR5A inv ctr	PKA-R1A act	PKA-R2B activ	CDK5 inh	Mot1-301 SUMO
CC(NC(=O)NC12CC3CC(CC(C3)C1)C2)c1ccc2c(c1)OCO2 (stereo unspecified)	5	0.5	1.1	-5	-4	0.7	-14	-14	-16	2.7	-10
COc1ccccc1N1CCN(Cc2nc3ccsc3c(=O)[nH]2)CC1	-1	-1.6	1.7	-2	0	-2.3	1	-1	-2	1.0	29
CCOc1ccc(NC(=O)CN(C)C(=O)CCNC(=O)c2ccccc2Cl)cc1OCC	3	-2.6	1.6	2	2	-0.7	6	6	3	1.7	-18
COc1cc(OC)c(NC(=O)CCNC(=O)Cn2ccc3ccccc3c2=O)cc1Cl	-2	2.5	-1.1	-6	-1	-1.1	16	-11	5	-0.4	187
CC(C)CCNC(=O)CCn1nc(-c2ccccc2)ccc1=O	0	-1.8	1.9	-1	2	1.3	18	-15	0	nt	32
COc1cccc(-n2c(SCC(=O)Nc3cc(C)on3)nc3ccccc3c2=O)c1	1	2.9	0.2	2	-1	-1.7	7	5	-6	-0.6	-2
CCCCCCCC(=O)N/N=C/c1cccnc1	-2	2.0	2.8	-6	1	-1.0	-12	4	4	0.1	26
CCN(CC)S(=O)(=O)c1ccc(C)c(NC(=O)COc2ccc3c(C)cc(=O)oc3c2)c1	3	2.5	-3.6	-1	0	1.3	-7	4	-1	-0.3	7
